ERp5 block = blocks human ERp5 reductase activity on insulin. 350,000 compounds, 0.05% hits. ERp5 insulin aggregation, absorbance 650 nm, 90 min. inhibition, % at 9.99 µM;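 active = mean replicate inhibition above about 25%, with every replicate also reaching it, limit read from the data, passing the limit was not always enough; inconclusive = only one of those two criteria met; inactive = neither criterion met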
Target sequence (Q15084 whole entry, looked up): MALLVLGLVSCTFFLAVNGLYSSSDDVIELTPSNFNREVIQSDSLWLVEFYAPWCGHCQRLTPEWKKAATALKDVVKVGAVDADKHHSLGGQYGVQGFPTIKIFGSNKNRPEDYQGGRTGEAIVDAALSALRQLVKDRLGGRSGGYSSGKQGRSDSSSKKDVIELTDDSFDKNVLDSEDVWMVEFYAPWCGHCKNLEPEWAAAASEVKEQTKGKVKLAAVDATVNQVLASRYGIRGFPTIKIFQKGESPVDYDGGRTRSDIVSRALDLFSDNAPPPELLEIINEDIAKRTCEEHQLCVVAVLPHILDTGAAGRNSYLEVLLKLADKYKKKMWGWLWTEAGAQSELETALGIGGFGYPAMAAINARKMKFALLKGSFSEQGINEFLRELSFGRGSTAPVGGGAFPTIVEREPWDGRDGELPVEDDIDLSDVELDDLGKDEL
CASP6 VEID inh = caspase-6 (human) enzyme inhibition; P55212; purified caspase-6, Z-VEID-R110 cleavage fluorescence; inhibition, % at 12.5 µM; 350,000 compounds, 0.53% hits; AID 686996;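 active = mean inhibition across replicates at least about 35%, with every replicate also reaching that limit, limit read from the data; inconclusive = only one of the two criteria met; inactive = neither criterion met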;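 note: 0% = median of neutral control wells and 100% = no fluorescence left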
Target sequence (P55212 24-179 limits assumed): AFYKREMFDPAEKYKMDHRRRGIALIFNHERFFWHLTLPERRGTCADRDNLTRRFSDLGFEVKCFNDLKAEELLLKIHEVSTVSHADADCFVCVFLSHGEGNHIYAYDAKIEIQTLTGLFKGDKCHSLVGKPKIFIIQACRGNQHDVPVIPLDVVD
Target sequence (P55212 194-293 limits assumed): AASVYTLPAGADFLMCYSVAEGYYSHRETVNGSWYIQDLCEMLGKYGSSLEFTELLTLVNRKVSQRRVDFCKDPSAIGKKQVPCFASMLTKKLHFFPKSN
ERAP1 HTS inh = ERAP1 (human) enzyme inhibition. AID 652197. Q9NZ08. inhibition, % at 10.7 µM. 340,000 compounds, 0.15% hits. recombinant ERAP1, Leu-AMC fluorescence, 60 min;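 active = mean replicate inhibition of at least 30%, or all replicates individually reaching that 30% level; inactive = mean below 30% and not every replicate reaching it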;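 note: 0% = neutral control wells and 100% = L-leucinethiol positive control wells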
F508del corr = correctors of CFTR F508del function in bronchial epithelial cells. CFBE cells, YFP halide quenching; stimulated with forskolin plus potentiator P3; % fluorescence drop versus neutral controls. activity (quench increase), % at 7.58 µM. 350,000 compounds, 0.36% hits. AID 720511;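 active = mean added fluorescence quench of at least 8% versus neutral control, with both replicates also reaching 8%; inconclusive = only one of the mean or replicate conditions met; inactive = mean below 8% and not both replicates reaching 8%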;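 note: cells transiently co-express mutant CFTR-F508del with the halide-sensitive YFP; corrector assay measuring rescue of mutant channel to the surface after 24 h compound exposure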
miR122 inh = miR-122 inhibition in Huh7 cells | Huh7 miR-122 Renilla luciferase sensor, 48 h; neutral wells = 0, positive control = 100 | activation (reporter increase), % at 12.5 µM | AID 602342 | 340,000 compounds, 0.3% hits;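 active = mean replicate activation score at least 90 and every replicate individually at or above 90; inconclusive = only one of the two criteria met; inactive = neither criterion met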;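 note: higher luciferase means less miR-122 activity so hits act as miR-122 inhibitors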
SIRT5 inh = inhibitors of human sirtuin-5 desuccinylase; 330,000 compounds, 1.1% hits; AID 652115; inhibition, % at 15 µM; Purified SirT5, succinyl-peptide AMC, trypsin-coupled fluorescence; Q9NXA8; in the data active = inhibition above about 15%; inconclusive = no clear call, values can overlap the other calls
Target sequence (Q9NXA8 whole entry, looked up): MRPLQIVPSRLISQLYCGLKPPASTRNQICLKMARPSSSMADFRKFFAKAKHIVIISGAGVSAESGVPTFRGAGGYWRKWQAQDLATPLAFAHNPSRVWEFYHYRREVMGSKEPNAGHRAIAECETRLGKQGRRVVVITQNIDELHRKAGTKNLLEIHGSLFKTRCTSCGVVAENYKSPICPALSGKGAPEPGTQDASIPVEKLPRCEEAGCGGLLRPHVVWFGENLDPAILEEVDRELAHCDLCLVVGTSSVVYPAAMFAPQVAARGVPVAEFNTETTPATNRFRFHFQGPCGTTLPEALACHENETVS
DENV2 CPE = protects cells from dengue virus 2 cytopathic effect; DENV2-infected cells, cytopathic effect rescue, plate reader; CPE inhibition, % at 9.99 µM; 350,000 compounds, 1.7% hits; AID 651640; in the data active = CPE inhibition above about 20%, passing the limit was not always enough; inconclusive = no clear call, values can overlap the other calls; tested in BHK-21 cells;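 note: 0% = median of neutral control wells and 100% = median of positive control wells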
Starred values were filed as active, the others as inactive; ? = inconclusive; . = no result given; [ ] = another dose, or the depositor's remark.

SMILES	ERp5 block	CASP6 VEID inh	ERAP1 HTS inh	F508del corr	miR122 inh	SIRT5 inh	DENV2 CPE
C[C@@H]1CN([C@@H](C)CO)C(=O)c2cc(NC(=O)CCC(F)(F)F)ccc2O[C@@H](C)CCCCO[C@H]1CN(C)C(=O)CCCN(C)C	-15	1	1	-1.1	2[16.7 µM]	-2	-2
O=C(N/C(=C/c1ccc(Cl)cc1)C(=O)N1CCOCC1)c1ccccc1	3	-5	0	-2.5	4	1	-1
C[C@H](CO)N1C[C@H](C)[C@H](CN(C)C(=O)Nc2cccc3ccccc23)Oc2ccc(NS(=O)(=O)c3cccs3)cc2CC1=O	.	.	.	1.6	4[16.7 µM]	.	-5
O=C(CN1CCN(c2ccc(C(F)(F)F)cn2)CC1)Nc1ccc2c(c1)OCO2	2	-2	4	-0.1	.	-2	19
CCNC(=O)C1(C)CCN(Cc2ccc(C(F)(F)F)cc2)C1 (stereo not drawn)	3	0	0	-3.4	1	5	-3
CCCCCn1c(=O)[nH]c2cc(C(=O)N3CCN(c4ccc(F)cc4)CC3)ccc2c1=O	-1	-2	0	0.2	-5	-2	2
O=C(COC(=O)/C=C/c1ccc(OC(F)F)cc1)NC1CCCCCC1	-6	0	-1	2.3	-6	.	17
O=C(NC1CCCc2ccccc21)c1c(F)cccc1Cl (stereo not drawn)	2	-1	2	-1.4	7	-3	-1
CC(C)C[C@H]1CN(CCCC[C@H]2CNC(=O)C(=O)N2CCc2ccc(O)cc2)C(=O)C(=O)N1CCc1ccccc1	3	2	-3	-3.3	.	-2	-5
CCOc1ccc(C(=S)N2CCCC2)c(OCC)c1	0	0	0	0.4	-3	-1	-6
Cc1ccc(S(=O)(=O)N2CCN(C(=O)CCCN3C(=O)NC4(CCCC4)C3=O)CC2)cc1C	8	3	3	5.3	.	0	3
N#Cc1cccnc1N1CCN(C(=O)COCC(=O)O)CC1	2	-2	4	-1.2	.	-6	-2
COc1ccccc1N1CCN(C(=O)c2cc3c(=O)n(C)c4ccccc4c3n2C)CC1	-2	16	.	-0.9	-9	.	4
Cc1ncc([N+](=O)[O-])n1CC(C)O (stereo not drawn)	-1	8	0	2.1	-3	-1	-7
FC(F)Sc1ccc(-n2c(-c3ccc(Cl)cc3)c[n+]3c2CCC3)cc1	7	0	9	0.6	.	-5	6
O=C(C(=Cc1ccc(F)cc1)c1ccccc1)c1ccc(O)cc1	-12	5	-5	-2.0	.	.	14
COc1ccc(-c2cc(C(F)F)n3ncc(C(=O)N4CCCc5ccccc54)c3n2)cc1	2	-4	0	.	1	1	-1
CCc1ccc(N2CC(C(=O)OCC(=O)N(CC)c3c(N)n(Cc4ccccc4)c(=O)[nH]c3=O)CC2=O)cc1 (stereo not drawn)	-3	-3	-1	-0.1	5	-2	0
Cc1ccccc1-n1sc2cc(F)ccc2c1=O	1	4	22	-6.7	-3	-1	1
O=S1(=O)N=C(Nc2ccc(O)cc2)c2ccccc21	2	1	2	-1.6	.	-2	8
Cc1noc(C)c1NC(=O)N(C)C[C@H]1Oc2ccc(NS(=O)(=O)c3cn(C)cn3)cc2CC(=O)N([C@H](C)CO)C[C@H]1C	2	-6	4	-1.1	14[16.7 µM]	1	-14
O=C(COc1ccc(S(=O)(=O)N2CCOCC2)cc1Cl)N1CCOCC1	5	-3	2	2.9	-4	6	14
CN(C)c1cccc(C(=O)N/N=C/c2ccccc2F)c1	-1	7	-6	4.6	.	4	7
Cn1c(CC(O)c2nc3ccccc3n2C)nc2ccccc21 (stereo not drawn)	1	-1	-10	.	-2	-6	-3
N#Cc1ccsc1NC(=O)CSc1nnnn1-c1ccc(O)cc1	-3	0	-1	-0.6	7	.	10
COCC(=O)Nc1ccc(S(=O)(=O)Nc2ccccn2)cc1	1	0	-3	0.8	3	2	6
COc1ccccc1/C=N/NC(=S)Nc1cccnc1	-6	-1	0	-4.8	.	3	-2
O=C(c1cc(-c2ccccn2)nc2ccccc12)N1CCN(c2ncccn2)CC1	8	0	-1	-0.7	.	1	2
O=C(Nc1ccc2c(c1)OCO2)N[C@H]1CC[C@H](CCNC(=O)C2CCCCC2)O[C@@H]1CO	-2	2	1	0.8	.	2	-7
O=C(NCc1ccccn1)C1CN(S(=O)(=O)c2ccccc2)CCN1S(=O)(=O)c1ccccc1 (stereo not drawn)	-6	2	7	-1.1	1	0	.
C[C@@H]1CN([C@@H](C)CO)S(=O)(=O)c2ccc(-c3ccc(F)cc3)cc2O[C@@H]1CN(C)CC1CC1	1	-5	1	2.1	-1[16.7 µM]	-2	-5
CC(OC(=O)CC(C)c1ccccc1)C(=O)Nc1ccc(Cl)cn1 (stereo not drawn)	1	2	0	-1.9	-12	2	4
CCN(C(=O)COC(=O)c1cc(-c2cccs2)nc2ccccc12)C1CCS(=O)(=O)C1 (stereo not drawn)	0	-3	-5	0.8	.	-7	.
CCC1CN(C(=O)NCc2ccc(F)cc2)c2ccccc2O1 (stereo not drawn)	4	2	-1	-3.7	-19	5	11
CN(C)/C=N/NC(=O)C1Cc2c(ccc3ccccc23)O1 (stereo not drawn)	1	0	1	4.4	-10	0	-1
CC1=NOC(=O)/C1=C\c1ccc(-c2ccc(Cl)c(C(=O)O)c2)o1	1	31	-57	-0.3	-2	22*	1
C/C(Cl)=C/Cc1c(C)[nH]c2c(ccc3ccccc32)c1=O	5	-1	-4	-9.7	12	-3	-4
O=C(Cc1ccncc1)N1CC(=O)N2[C@H](C1)[C@H](c1ccc(C3=CCCC3)cc1)[C@@H]2CO	4	2	-2	0.7	.	-3	6
COc1cccc(C(c2sc3ncnn3c2O)N2CCN(C(=O)c3ccco3)CC2)c1 (stereo not drawn)	-4	2	3	4.4	-3	0	-1
O=C(CNC(=O)c1ccccc1)NCC(=O)OCC(=O)c1ccc([N+](=O)[O-])cc1	0	1	-4	-3.5	.	-1	.
COc1cccc(CN(C)CCCn2cnc3c(SC)ncnc32)c1	5	1	-3	-3.0	-1	15*	9
CN(C)CC#Cc1ccc([C@H]2[C@@H](CO)N3CCCCN(S(=O)(=O)c4ccccc4)C[C@@H]23)cc1	-3	0	-1	1.4	0[16.7 µM]	6	44*
Cc1ccc(C(=O)N/C(=C/c2cccs2)C(=O)N2CCCCC2)cc1	0	1	8	-1.5	.	0	-2
CCCNC(=O)N(C)C[C@H]1Oc2cc(-c3ccccc3)ccc2S(=O)(=O)N([C@H](C)CO)C[C@H]1C	-2	-8	2	2.6	-2[16.7 µM]	3	-2
CC1CCCN(S(=O)(=O)c2ccc(C(=O)Nc3nnc(-c4ccncc4)o3)cc2)C1 (stereo not drawn)	0	2	-2	0.3	6	2	1
CCN(C(=O)COC(=O)C(c1ccccc1)c1ccccc1)c1c(N)n(Cc2ccccc2)c(=O)[nH]c1=O	-6	-2	0	-0.1	-4	-1	.
Fc1ccc(COc2cccc(CNCc3ccncc3)c2)cc1	5	-2	-1	-1.9	.	-2	?
CC(=O)Oc1ccccc1C1=NN(C(C)=O)C(c2ccccc2)C1 (stereo not drawn)	3	2	8	-0.3	.	0	-3
C/C=C/c1ccc([C@@H]2[C@H](CO)N3C(=O)CN(Cc4ccccc4)C[C@@H]23)cc1	-1	1	-1	-3.3	.	-2	0
O=C1CC2(CCN(C(=O)C(=O)c3c[nH]c4ccccc34)CC2)Oc2ccccc21	-4	7	-8	0.3	6	5	5
CCC(=O)Nc1ccc2c(c1)C(=O)N(C)C[C@H](OC)[C@H](C)CN(C(=O)c1cccnc1)[C@@H](C)CO2	2	2	-3	0.0	19[16.7 µM]	-2	3
COc1ccc(CCNC(=O)CN2C(=O)C(=O)N(C3CCCC3)C2=O)cc1OC	2	-2	-2	-3.6	.	-1	-4
Cn1cnc(S(=O)(=O)N[C@H]2CC[C@H](CC(=O)NCC3CC3)O[C@@H]2CO)c1	-1	-2	1	-2.7	.	2	8
Cc1cc(=O)[nH]c(S/C=C/c2ccccc2)n1	-5	2	-1	-0.2	3	0	1
Cc1noc(C)c1NC(=O)N(C)C[C@@H]1Oc2ccc(NC(=O)C3CC3)cc2C(=O)N([C@H](C)CO)C[C@@H]1C	7	-3	1	1.2	1[16.7 µM]	0	-4
COc1ccc(NC(=O)N(C)C[C@H]2Oc3c(NC(=O)CCCCCC(=O)Nc4ccccc4N)cccc3C(=O)N([C@@H](C)CO)C[C@@H]2C)cc1	3	0	-1	-2.1	.	.	30*
Cc1ccc(S(=O)(=O)N(C)C)cc1NC(=S)Nc1cccc2ccccc12	4	0	-3	0.1	5	2	-3
COc1ccc(CN2CCNC(=O)C2CC(=O)N(C)C2CCCCC2)cc1OC (stereo not drawn)	0	-1	-2	1.4	1	.	?
Cc1ccc(S(=O)(=O)NNC(=O)c2cc(C)cs2)cc1	-5	-3	-5	-0.2	.	-2	0
CC=Cc1ccc2n(c1=O)C[C@H]1[C@H](CO)[C@@H](C(=O)NCCOC)[C@@H]2N1Cc1ccccc1 (mixture of isomers)	3	0	0	-1.8	-1[16.7 µM]	-8	8

Whole records as entered above. Screens in order: ERp5 block, CASP6 VEID inh, ERAP1 HTS inh, F508del corr, miR122 inh, SIRT5 inh, DENV2 CPE
Cc1ccc(S(=O)(=O)NNC(=O)c2cc(C)cs2)cc1 as listed: -5, -3, -5, -0.2, ., -2, 0
COc1cccc(CN(C)CCCn2cnc3c(SC)ncnc32)c1 as listed: 5, 1, -3, -3.0, -1, 15*, 9
COc1ccc(CN2CCNC(=O)C2CC(=O)N(C)C2CCCCC2)cc1OC (stereo not drawn) as listed: 0, -1, -2, 1.4, 1, ., ?
Cc1ccc(C(=O)N/C(=C/c2cccs2)C(=O)N2CCCCC2)cc1 as listed: 0, 1, 8, -1.5, ., 0, -2
CCN(C(=O)COC(=O)C(c1ccccc1)c1ccccc1)c1c(N)n(Cc2ccccc2)c(=O)[nH]c1=O as listed: -6, -2, 0, -0.1, -4, -1, .

The results go on:
SMILES	ERp5 block	CASP6 VEID inh	ERAP1 HTS inh	F508del corr	miR122 inh	SIRT5 inh	DENV2 CPE
CCOC(=O)Cn1nc(C)c(NC(=O)COc2ccc([N+](=O)[O-])c(C)c2)c1C	6	-3	3	-2.6	0	-3	.
CCN(CC)CCN(C(=O)/C=C/c1cccs1)c1nc2ccc(F)cc2s1	1	0	10	1.6	-12	2	5
Cc1noc(C)c1NC(=O)N(C)C[C@@H]1OCCCC[C@H](C)Oc2ccc(NC(=O)NC(C)C)cc2C(=O)N([C@@H](C)CO)C[C@H]1C	-1	1	2	3.3	2[16.7 µM]	1	-8
CCCCCNC(=O)c1ccc(NS(=O)(=O)c2ccc3[nH]c(=O)[nH]c3c2)cc1	3	8	0	1.4	-2	-4	0
CCN(CC)CCSc1nnc(Nc2ccccc2)n1-c1ccccc1	-2	-2	-1	-1.9	0	.	5
Cc1cc(C)c(NC(=O)CN)c(C)c1	6	-1	-2	-0.3	.	-6	-7
Nc1nccnc1C(=O)OCC(=O)NNC(=O)c1ccccc1	0	10	-3	-1.9	-6	-22	1
NC(=O)NC(=O)C(Nc1ccc2c(c1)CCC2)c1ccccc1 (stereo not drawn)	2	2	-1	-2.7	1	4	-1
CCC(C)Nc1nc(Cl)nc(NCCOc2ccccc2)n1 (stereo not drawn)	5	-2	1	-1.3	-1	1	-1
COc1ccc(CN2CCN(CCCc3ccccc3)C(CCO)C2)cc1OC (stereo not drawn)	1	-1	-2	4.2	2	-2	16
Cc1ccc(NN=Nc2nc3c([nH]2)c(=O)n(C)c(=O)n3C)cc1	7	4	-2	1.2	.	-2	5
CC(C)NC(=O)NCC[C@@H]1CC[C@H](NC(=O)CN(C)C)[C@H](CO)O1	-2	-4	1	-0.9	-4[16.7 µM]	3	-4
COc1cc(C(=O)NCCSc2ccc(F)cc2)cc(OC)c1OC	0	1	1	-2.0	-11	-3	-3
COc1ccc(-c2cc3nc(NCc4ccc(C)cc4C)n(C)c(=O)c3s2)cc1OC	-2	3	2	4.0	-5	0	-12
CNC[C@H]1Oc2ccc(NC(=O)Cc3cn(C)c4ccccc34)cc2CC(=O)N([C@H](C)CO)C[C@H]1C	4	3	9	-1.3	-5[16.7 µM]	-1	-5

Assay outcomes deposited in PubChem by Broad Institute.
